Source: PubChem BioAssay
GSK3B inh = human GSK3beta kinase inhibitors, primary screen, biochemical, cell-free homogeneous, HTS; Glycogen synthase kinase-3 beta (Homo sapiens), P49841; GST-GSK3beta kinase, ADP-Glo luminescence, 60 min; active compounds read low; activity score (negative = inhibition), % at 10 µM; 0.038% of 300,000 active; AID 2097, 2009;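 active means more than half of replicate wells score below -50%, meaning over 50% inhibition versus plate controls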;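 further: 0% = median DMSO wells and -100% = median GW8510 positive control wells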
Target sequence (P49841 whole entry, looked up): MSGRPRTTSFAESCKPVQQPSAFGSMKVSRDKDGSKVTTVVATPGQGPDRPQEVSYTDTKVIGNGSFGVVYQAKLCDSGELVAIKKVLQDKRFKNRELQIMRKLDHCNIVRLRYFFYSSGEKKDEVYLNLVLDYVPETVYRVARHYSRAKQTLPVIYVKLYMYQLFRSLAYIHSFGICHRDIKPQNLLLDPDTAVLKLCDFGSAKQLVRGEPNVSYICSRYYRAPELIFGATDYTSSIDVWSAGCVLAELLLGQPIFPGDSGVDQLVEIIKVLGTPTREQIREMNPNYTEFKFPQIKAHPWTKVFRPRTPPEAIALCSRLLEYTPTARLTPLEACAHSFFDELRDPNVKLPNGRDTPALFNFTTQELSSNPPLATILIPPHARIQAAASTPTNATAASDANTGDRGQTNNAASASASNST
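test system = GST-tagged human GSK3beta kinase, cell-free | reagent = 25 µM ATP with peptide substrate | dosing = one dose of 10 µM per compound | schedule = 60 min reaction, RT | detection = luminescent ADP-Glo measurement of ADP formed | control set = DMSO neutral wells and GW8510 at 20 µM as positive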
hERG protect = hERG rescue from dofetilide block, primary screen, cell-based, CHO-hERG, FluxOR thallium flux, dofetilide IC70; dofetilide IC70 present; activation (rescue from dofetilide block), less the hit threshold, % at 10 µM; 0.51% of 310,000 active;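 active means activation above the mean of controls blocked by dofetilide plus 5 SD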;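 further: thallium influx through hERG after potassium depolarization seen as dye fluorescence rise; in these data hits start at about 4.7%; inactives centre near -7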
RGS4 pot = RGS4 potentiators or activators, primary screen, cell-based, HEK293 M3R inducible RGS4, calcium flux; B-score at 10 µM; 0.92% of 310,000 active; AID 463111, 2010; carbachol calcium flux Fluo4; active compounds read low;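 active means B-score of the integrated calcium signal more than 4 SD below the library mean, with starting fluorescence not abnormally high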;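 further: negative B-score means reduced calcium response which marks RGS4 activation or potentiation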
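Material: M3R-expressing HEK293 line, RGS4 induced by doxycycline | Schedule: Overnight RGS4 induction, 30 min dye load 37 °C, 20 min compound RT | Measured by: Fluo4 fluorescence kinetic imaging of calcium | Read-out: Integrated calcium ratio converted to B score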
RGS4 block = RGS4 inhibitors, primary screen, cell-based, HEK293 M3R inducible RGS4, calcium flux | Regulator of G-protein signaling 4 (Homo sapiens), P49798 | Fluo-4 calcium flux; active compounds read high; triggered by carbachol at its EC20 | B-score at 10 µM | 0.45% of 310,000 active;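 active means B-score, a plate-corrected calcium signal, over three deviations above library mean, with baseline fluorescence within five deviations of library mean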;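 further: RGS4 expression induced by doxycycline in cells with stable M3 receptor; B-score is computed from the integrated fluorescence ratio over baseline after carbachol; higher B-score means a larger calcium signal and so more RGS4 inhibition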
Target sequence (P49798 whole entry, looked up): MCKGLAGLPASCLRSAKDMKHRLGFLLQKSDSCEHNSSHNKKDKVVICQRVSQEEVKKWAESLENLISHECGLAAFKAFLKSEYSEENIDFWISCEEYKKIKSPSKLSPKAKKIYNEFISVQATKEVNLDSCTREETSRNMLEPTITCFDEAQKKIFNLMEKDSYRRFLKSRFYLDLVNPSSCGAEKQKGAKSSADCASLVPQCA
KCNQ1 inh = inhibitors of human KCNQ1 channel, primary screen, cell-based, thallium flux, high-throughput; Potassium voltage-gated channel subfamily KQT member 1 (Homo sapiens), P51787; AID 2642, 2010; CHO-K1 KCNQ1, FluxOR thallium flux fluorescence; active compounds read high; B-score at 10 µM; 1.3% of 310,000 active;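 active means compounds whose thallium flux B-score, printed positive for inhibition, exceeds three library SD while starting fluorescence stays within three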;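 further: channel opened by potassium depolarization with thallium stimulus after 20 min compound exposure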
KCNQ1 act = potentiators or activators of KCNQ1 channel, primary screen, cell-based, thallium flux, high-throughput; CHO-K1 KCNQ1, thallium flux FluxOR fluorescence; active compounds read high; B-score at 10 µM; 0.35% of 310,000 active; AID 2648, 2010;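 active means fluorescence ratio B-score, a plate-corrected score, at least three library SD, with initial intensity B-score within 5 SD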
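Medium – assay buffer, equal DMSO in all wells · Material – CHO-K1 cell line with stable KCNQ1 potassium channel expression · Signal – kinetic FluxOR thallium fluorescence, 10-s 1-Hz baseline, 110-s post-stimulus read · Compound – single concentration per compound, DMSO matched to controls · Schedule – 37 °C overnight plating, 90-min dark dye load, 20-min compound pretreatment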
PolyA inh = polyadenylation inhibitors in yeast reporter cells, primary screen, luminescence, S. cerevisiae. S. cerevisiae SKY197-pL101 polyadenylation reporter, beta-gal luminescence; efflux-impaired pdr1/pdr3 knockout yeast; score 100 = 6 SD above DMSO. calls only at 12 µM. 0.02% of 300,000 active;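 active means lowest replicate activity score at least 50, where 100 means six control SD above control mean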;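 further: yeast exposed to compound for 9 h at 30 °C; higher score means more reporter readthrough which indicates perturbed polyadenylation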
GSK3A inh = blockers of GSK3A enzyme activity – biochemical, luminescence, cell-free homogeneous, HTS, primary screen. 0.1% of 320,000 active. AID 2650, 2010. inhibition, % at 10 µM. Glycogen synthase kinase-3 alpha (Homo sapiens), P49840. GSK-3 alpha kinase, ADP-Glo luminescence, 60 min;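 in the data active means inhibition above about 50%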;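 further: GST-tagged GSK-3 alpha with peptide substrate and 25 µM ATP; 0% = DMSO neutral wells and 100% = GW8510 positive control wells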
Dyrk1A ADPGlo = rat Dyrk1A kinase inhibitors, primary screen, biochemical, single point, plate reader | Dual specificity tyrosine-phosphorylation-regulated kinase 1A (Rattus norvegicus), Q63470 | ADP-Glo luminescence, NFATc1 peptide | inhibition, % at 12.5 µM | 0.43% of 310,000 active | AID 504441, 2011; in the data active means inhibition above about 50%;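 further: plate controls were vehicle with enzyme for no effect and no enzyme for full effect; many of its hits are not listed in these tables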
KCNK9 block = KCNK9 potassium channel inhibitors, primary screen, HEK293 cells, thallium flux; B-score at 10 µM; FluxOR thallium flux fluorescence; active compounds read low; 1.2% of 310,000 active;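 active means ratio B-score over 3 SD below the library mean, with starting fluorescence within 5 SD of its mean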;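 further: negative B-score means less thallium flux so channel inhibition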
Target sequence (Q9NPC2 whole entry, looked up): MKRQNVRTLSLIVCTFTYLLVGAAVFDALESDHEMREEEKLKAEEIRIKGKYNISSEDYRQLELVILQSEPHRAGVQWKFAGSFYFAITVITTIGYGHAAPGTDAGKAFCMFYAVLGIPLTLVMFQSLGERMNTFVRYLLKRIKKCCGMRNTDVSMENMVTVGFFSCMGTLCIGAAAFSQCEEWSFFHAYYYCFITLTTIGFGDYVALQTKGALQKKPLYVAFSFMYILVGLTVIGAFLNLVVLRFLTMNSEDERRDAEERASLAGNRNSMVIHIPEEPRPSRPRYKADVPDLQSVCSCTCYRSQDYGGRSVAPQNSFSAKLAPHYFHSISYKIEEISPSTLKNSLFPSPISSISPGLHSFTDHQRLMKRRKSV
KCNK3 block = human KCNK3 channel inhibitors, primary screen, CHO cells, FluxOR thallium flux, B-score. Potassium channel subfamily K member 3 (Homo sapiens), O14649. FluxOR fluorescence; active compounds read low. B-score at 10 µM. 0.84% of 340,000 active. AID 602410, 2012;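 active means B-score under library mean minus 4 SD, starting fluorescence ratio at most library mean plus 5 SD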;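 further: more negative B-score means stronger inhibition of thallium flux through KCNK3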
* = called active by the depositor; i = inactive; · = no result given. Not all compounds are listed. The share of hits here may be higher or lower than overall.

Values in the order: GSK3B inh	hERG protect	RGS4 pot	RGS4 block	KCNQ1 inh	KCNQ1 act	PolyA inh	GSK3A inh	Dyrk1A ADPGlo	KCNK9 block	KCNK3 block
(1) COc1ccc(NC(=O)C2C3CCC4C(CCC32)C4(Cl)Cl)cc1 (stereo not drawn)
  -2	-6	i	i	i	i	i	-6	-4	i	i
(2) O=c1c(/C=N\NS(=O)(=O)c2ccccc2)coc2ccc(Cl)cc12
  1	-3	i	i	i	i	i	4	18	i	i
(3) CCCCn1c2nc3ccccc3nc2c2c(=O)n(-c3ccccc3)cnc21
  1	-6	i	i	i	i	i	-1	2	i	i
(4) COc1ccc(-c2cn3cccnc3n2)cc1NS(=O)(=O)c1ccccc1
  -6	-4	i	i	i	i	i	-2	-1	i	i
(5) CCOC(=O)C1C(=O)C(C(C)=O)C(=O)CC1CC(C)SCC (stereo not drawn)
  4	-6	i	i	i	i	i	-3	-5	i	i
(6) CN1C(=O)C(=O)/C(=C(/O)c2ccc(Br)cc2)C1c1ccc(F)cc1 (stereo not drawn)
  1	-16	i	i	i	i	i	-2	-13	i	i
(7) COC(=O)C1=C(C)NC=C([N+](=O)[O-])C1c1ccc(OC)cc1 (stereo not drawn)
  1	-7	i	i	i	i	i	·	8	i	i
(8) COc1ccc(NC(=O)NN(C(=O)c2ccccc2)C(C)(C)C)cc1
  0	-4	i	i	i	i	i	-1	1	i	i
(9) CCOC(=O)c1cnc(SCC(=O)N2CCC(C(N)=O)CC2)nc1N
  3	4	i	i	i	i	i	0	-4	i	i
(10) COc1ccc(Cc2nnc(NC(=O)CS(=O)(=O)c3ccccc3)s2)cc1OC
  -3	-4	i	i	i	i	i	0	1	i	i
(11) COc1ccccc1C(=O)COC(=O)c1cnc(C)cn1
  3	-13	i	i	i	i	i	-2	15	i	i
(12) Cc1ccccc1CNCc1ccc2c(c1)OCO2
  1	-5	i	i	i	i	i	·	-6	i	i
(13) COc1nc(OC)nc(Oc2ccc([N+](=O)[O-])cc2Cl)n1
  -1	-6	i	i	i	i	i	-1	0	i	i
(14) COc1ccccc1NS(=O)(=O)c1ccc(NC(=O)CCNC(=O)c2ccco2)cc1
  4	-10	i	i	i	i	i	2	-1	i	i
(15) Cc1onc(-c2c(Cl)cccc2Cl)c1/C(N)=N/OC(=O)C(C)(C)C
  -2	-6	i	i	i	i	i	-2	-8	i	i
(16) O=C(c1cccc(C(F)(F)F)c1)N(c1ccccn1)C1CCCCC1
  1	-4	i	i	i	i	i	-2	0	i	i
(17) CC(=O)Nc1ccc(S(=O)(=O)NCC(=O)OCC(=O)N2CCCc3ccccc32)cc1
  1	-1	i	i	i	i	i	1	-5	i	i
(18) CC(=O)Nc1ccc(C2=NN(Cc3nnc(-c4ccccc4)o3)C(=O)SC2)cc1
  -1	-11	i	i	i	i	i	-2	-5	i	i
(19) CCN1CCN(C(=O)C2CCN(c3nnc(-n4c(C)ccc4C)s3)CC2)CC1
  2	-4	i	i	i	i	i	-3	4	i	i
(20) CC1CC(=O)Nc2ccccc2N1C(=O)Nc1ccccc1 (stereo not drawn)
  -2	-3	i	i	i	i	i	-2	-7	i	i
(21) COC(=O)c1ccc2c(=O)n(Cc3ccc4c(c3)OCO4)c(SCC(=O)N3CCCC3)nc2c1
  -7	-15	i	i	i	i	i	-1	·	i	·
(22) CSc1c(CC(=O)NCCO)n(C)c2ccccc12
  3	-6	i	i	i	i	i	-2	-6	i	i
(23) CCN1CCc2c(OCC(=O)Nc3cccc(C)c3C)cccc2C1=O
  4	-6	i	i	i	i	i	2	·	i	·
(24) CCCCCCC1CC(CCC(=O)Nc2ccc([N+](=O)[O-])cc2)C(=O)O1 (stereo not drawn)
  -2	-4	i	i	i	i	i	0	1	i	i
(25) O=C(Nc1nnc(-c2ccccc2F)s1)c1cccnc1
  -2	-1	i	i	i	i	i	0	1	i	i
(26) CCCCOP(=O)(c1ccc(N(C)C)cc1)C(Nc1ccccc1)c1ccccc1 (stereo not drawn)
  0	-15	-7.3*	i	i	i	i	1	3	i	i
(27) Cc1cccc(C)c1NC(=O)CCCN1CC(C)OC(C)C1 (stereo not drawn)
  1	-5	i	i	i	i	i	-2	4	i	i
(28) Nc1ncc(-c2ccccc2)c(-c2ccc(OCc3ccccc3)cc2O)n1
  1	-6	i	i	i	i	i	·	-4	i	i
(29) O=C(Nc1c(C(=O)N2CCN(c3ccccn3)CC2)oc2ccccc12)c1ccc([N+](=O)[O-])cc1
  2	-11	i	i	i	i	i	1	-3	i	i
(30) COCC(=O)N1CCC(Oc2ccc(C(=O)NC(C)c3nc(C)sc3C)cc2)CC1 (stereo not drawn)
  3	-5	i	i	i	i	i	-1	5	i	i
(31) CC(=O)Nc1ccc(/C(C)=N/Nc2nc(Nc3ccccc3)nc(N3CCOCC3)n2)cc1
  2	-14	i	i	i	i	·	0	3	i	i
(32) CCS(=O)(=O)N1CCN(c2ccc([N+](=O)[O-])c(NCC3CCCO3)c2)CC1 (stereo not drawn)
  4	-10	i	i	i	i	i	-1	2	i	i
(33) COc1ccc(/C=N/Nc2cn[nH]c(=O)c2Cl)cc1
  -6	-7	i	i	i	i	i	11	10	i	i
(34) CCOC(=O)c1cnc(-n2nc(C)cc2C)nc1NNc1nc(-c2ccccc2)cc(-c2ccccc2)n1
  2	0	i	i	i	i	i	-1	2	i	i
(35) Cc1ccc(NC(=O)CCC(=O)NNC(=O)COc2ccc([N+](=O)[O-])cc2)cc1C
  -1	-5	i	i	i	i	i	0	0	i	i
(36) CCOc1cc(C)c(Cl)cc1S(=O)(=O)N1CCCC1
  0	-10	i	i	i	i	i	3	1	i	i
(37) CC1CCCCC1NC(=O)CN1CCC(O)(c2ccc(F)cc2)CC1 (stereo not drawn)
  4	-2	i	i	i	i	i	-1	·	i	i
(38) CCCc1cc(C(=O)N2CCC(N3CCC(C(=O)NC(C)C)CC3)CC2)n(C)n1
  0	-7	i	i	i	i	i	·	-3	i	i
(39) O=C(Nc1nc2cc3c(cc2s1)OCCO3)c1ccco1
  -7	-14	i	i	i	i	i	5	18	i	i
(40) Cc1cc(NCc2ccccn2)n2nc(C)c(-c3ccccc3)c2n1
  1	-17	i	i	6*	i	i	0	6	i	i
(41) CCOc1ccccc1CN1CCNC(=O)C1CC(=O)NCc1cc(C)n(C)n1 (stereo not drawn)
  3	-3	i	i	i	i	i	0	-3	i	i
(42) CCN(CCO)Cc1csc2ccc(Cl)cc12
  -4	-8	i	i	i	i	i	-1	-4	i	i
(43) CNc1nc(OCCNC(=O)Nc2ccccc2)nc(N2CCOCC2)n1
  1	-16	i	i	i	i	i	-1	3	i	i
(44) O=C(COC(=O)c1cccnc1Cl)c1cccc(Cl)c1
  2	-15	i	i	i	i	i	-43	5	i	i
(45) Cn1c2ccccc2c(=O)c2cc(C#CC3(O)CCCCC3)ccc21
  1	-9	i	i	i	i	i	3	3	i	i
(46) CCn1c(-c2c(Cl)c(C)nn2C)n[nH]c1=S
  2	-2	i	i	i	i	i	1	-4	i	i
(47) N#Cc1ccc(C(=O)Nc2ccc3ccccc3c2)cc1
  0	-5	i	i	i	i	i	-1	0	i	i
(48) CCOC(=O)c1cc(-c2nnc(-c3ccc(Oc4ccccc4)cc3)o2)c(C)nc1C
  1	-23	i	i	i	i	i	·	-13	i	-10*
(49) CCCc1cc(=O)oc2cc(C)cc(OC(C)C(=O)NCc3ccncc3)c12 (stereo not drawn)
  0	-8	i	i	i	i	i	0	-1	i	i
(50) O=C(Nc1ccccc1Cl)N1CCSc2ccccc21
  -26	-4	i	i	i	i	i	0	6	i	i
(51) Clc1ccc(/C=N/NC(=Nc2ccccc2)c2ccccn2)c(Cl)c1
  5	-8	i	i	i	i	i	·	-4	i	i
(52) O=C(CN1CCOc2ccccc21)NCc1ccc(F)cc1
  -5	-8	i	i	i	i	i	·	6	i	i
(53) COc1ccc(CNc2ccc(C)c(C)c2)c(OC)c1OC
  2	-2	i	i	i	i	i	-7	4	i	i
(54) CCCC(CCC)C(=O)Oc1cc(C)[nH]c(=O)c1[N+](=O)[O-]
  1	-7	i	i	i	i	i	-4	-5	i	i
(55) C=CCC(C(=O)c1ccccc1)[N+](C)(C)CC=C (stereo not drawn)
  2	-5	i	i	i	i	i	-2	1	i	i
(56) O=C(O)c1cnc(-c2ccccc2)nc1Sc1cccc(Cl)c1
  5	-9	i	i	i	i	i	-4	9	i	i
(57) Cc1ccc(CNC(=O)COC(=O)c2ccc(Br)cc2)cc1
  -2	0	i	i	i	i	i	-3	-5	i	i
